# Screening data from PubChem.
# SW480 rereplic: A quantitative high throughput screen for small molecules that induce DNA re-replication in SW480 colon adenocarcinoma cells; SW480 DNA re-replication, Hoechst DNA content imaging, 48 h; Potency, µM (top dose mostly 46.1 µM), for inactives: at the highest dose re-replication activation, actives largely listed as activators; 340,000 tested, 1.8% active; AID 624297, 2012; note: potency is the fitted concentration of half-maximal effect; % of control where 0% means no effect; nearly all actives have a fitted effect of over 55% in size
#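 Treated cells incubate 48 hr (37 C, 5% CO2), are stained 40 min with Hoechst, and nuclear fluorescence is enumerated; a rise in nuclei with high DNA signal marks re-replication.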
# KB-V1 MDR tox: qHTS assay for MDR1-selective chemotherapeutics: Primary screen using the drug-selected MDR subline cells KB-V1. KB-V1 MDR cells viability, CellTiter-Glo, 72 h. Potency, µM (doses to about 46.1 µM), inactives show top-dose activity change, negative = cytotoxicity, actives largely listed as cytotoxic. 400,000 tested, 3.4% active. AID 1347076, 2019; note: potency is the fitted concentration of half-maximal effect; % is set by controls: 0 for no effect and ±100 for the full control effect; nearly all actives have a fitted effect of over 60% in size
#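 Luminescent ATP read-out (CellTiter-Glo, 10 min) measures survival of drug-selected KB-V1 MDR cells after 72 h, 37 degrees C compound exposure. Medium: phenol-red-free DMEM, 10% FBS. Values from fitted concentration-response curves.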
# HT1080NT lethal: qHTS for induction of synthetic lethality in tumor cells producing 2HG: qHTS for the HT-1080-NT fibrosarcoma cell line; HT-1080-NT fibrosarcoma viability, CellTiter-Glo ATP luminescence, 48 h; Potency, µM (series often up to 46.1 µM), inactives show at the top dose activity, negative = less viability, usual class: cytotoxic; 360,000 tested, 1.6% active; AID 686970, 2013;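 note: NT is the 2HG producing partner of a matched IDH1 knockdown line; potency is the fitted concentration of half-maximal effect; 0% = DMSO-treated cells and -100% = media-only wells without cells; nearly all actives have a fitted effect of over 55% in size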
#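 Viability of the 2HG-overproducing fibrosarcoma line after 48 hours of compound exposure at 37 degrees C was determined by luminescence with CellTiter-Glo, and concentration-effect curves were then fitted and categorized.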
# KB-3-1 tox: qHTS assay for MDR1-selective chemotherapeutics: Primary screen using the parental adenocarcinoma cell KB-3-1 | KB-3-1 viability, CellTiter-Glo ATP luminescence, 72 h | Potency, µM (doses to about 46.1 µM), inactives show at the top dose activity change, negative = cytotoxic, most hits filed as cytotoxic | 400,000 tested, 1.4% active; note: potency is the fitted concentration of half-maximal effect; % is set by controls: 0 for no effect and ±100 for the full control effect; nearly all actives have a fitted effect of over 60% in size
#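 Cytotoxicity measured as CellTiter-Glo luminescence after 72 h at 37 C. Compound titrations were pinned onto drug-naive KB-3-1 parental adenocarcinoma cells grown in DMEM with 10% FBS, and normalized data fitted to concentration-response curves.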
# IL-1B inflam inh: qHTS for Inhibitors of Inflammasome Signaling: IL-1-beta AlphaLISA Primary Screen | THP-1 LPS/ATP IL-1B secretion, AlphaLISA, 16 h; active compounds read low | 360,000 tested, 4.7% active | activity change, % at 57.5 µM; in the data active = activity change below about -50%; inconclusive = mostly about -30% to -49%; note: % is set by controls: 0 for no effect and ±100 for the full control effect
#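 THP-1 cells pretreated 1 hr with compounds (up to 57.5 uM final), then stimulated with LPS (250 ng/mL final) plus ATP (1.25 mM final); secreted IL-1B measured by AlphaLISA after 16 hr, decreased signal indicating inhibition.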
# DRD3 agonist: qHTS of D3 Dopamine Receptor Agonist: qHTS; D(3) dopamine receptor (Homo sapiens), P35462; max activation, %; D3R DiscoveRx beta-arrestin cells, luminescence, 90 min; 410,000 tested, 0.58% active; in the data active = max activation above about 30%; note: 0% is about no effect; mostly tested at two doses, the higher about 12 µM
# Target sequence (P35462 whole entry, looked up): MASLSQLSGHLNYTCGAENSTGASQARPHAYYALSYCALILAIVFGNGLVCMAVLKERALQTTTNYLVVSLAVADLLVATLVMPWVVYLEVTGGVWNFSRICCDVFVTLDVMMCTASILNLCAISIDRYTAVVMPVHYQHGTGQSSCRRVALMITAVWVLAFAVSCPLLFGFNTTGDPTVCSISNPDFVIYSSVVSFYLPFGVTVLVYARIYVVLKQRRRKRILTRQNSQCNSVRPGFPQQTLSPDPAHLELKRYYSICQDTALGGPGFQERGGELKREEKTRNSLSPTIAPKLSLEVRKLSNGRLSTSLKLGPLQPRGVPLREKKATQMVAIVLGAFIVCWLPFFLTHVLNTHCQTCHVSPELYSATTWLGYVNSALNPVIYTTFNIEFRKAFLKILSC
#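 Agonist mode: compounds and dopamine controls were applied to plated cells for 90 min at 37 degrees C after an overnight attachment at 1500 cells/well. Luminescent read-out followed 30 - 60 minutes at room temperature with DiscoveRx detection reagent.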
# MCF10A rerep: A quantitative high throughput screen for small molecules that induce DNA re-replication in MCF 10a normal breast cells; MCF 10A DNA re-replication, Hoechst nuclear intensity, 48 h; Potency, µM (highest dose often 46.1 µM), for the others: top-dose activity, positive = re-replication, actives largely listed as activators; 350,000 tested, 2.9% active; AID 624296, 2012; note: potency is the fitted concentration of half-maximal effect; % of control where 0% means no effect; nearly all actives have a fitted effect of over 50% in size
# GLP1R cytotox: qHTS of GLP-1 Receptor Inverse Agonists: Cytotox Screen; Potency, µM (doses to about 38.3 µM), inactives show at the top dose activity change, negative = inhibition, most hits filed as inhibitors; 410,000 tested, 0.13% active; HEK293 cAMP-luciferase reporter cells, luminescence, 24 h;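 note: loss of luciferase light is scored as toxicity; potency is the fitted concentration of half-maximal effect; % is set by controls: 0 for no effect and ±100 for the full control effect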
#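 Here, cytotoxicity is scored as loss of luminescence. The MLSMR collection was tested on cells seeded in medium containing 10% Nu serum, with a 24 hr compound exposure preceded by 12 hours of culture.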
# HT1080 IDH1KD tx: qHTS for induction of synthetic lethality in tumor cells producing 2HG: qHTS for the HT-1080-IDH1KD cell line; HT-1080 IDH1 knockdown viability, ATP luminescence, 48 h; Potency, µM (series often up to 46.1 µM), for inactives: at the highest dose activity, negative = toxicity, hits mostly cytotoxic; 360,000 tested, 2% active; AID 686971, 2013;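 note: potency is the fitted concentration of half-maximal effect; 0% = DMSO wells and -100% = cell-free medium wells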
#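 Using the IDH1-knockdown HT-1080 line run in the same batch and compound series as the NT line, viability after 48 h at 37 °C was determined by CellTiter-Glo luminescence and expressed as % activity.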
# An asterisk follows results filed as active; ? = inconclusive; · = no result given; [ ] = another dose, or the depositor's remark. Unless noted, calls come from the whole dose curve; as a rule, active = well fitted curve in the direction sought with a large enough effect; inconclusive = small, poorly fitted or top-dose-only effect, or another doubt; inactive = no such curve, though single readings can be large; an effect the other way counts as inactive or inconclusive.
# Start of the data: the first 3 compounds, ahead of the listing:
# Second line of a record: SW480 rereplic	KB-V1 MDR tox	HT1080NT lethal	KB-3-1 tox	IL-1B inflam inh	DRD3 agonist	MCF10A rerep	GLP1R cytotox	HT1080 IDH1KD tx
CCCCN(C(=O)c1oc2ccc(OCC)cc2c1C)c1c(N)n(CC(C)C)c(=O)[nH]c1=O
 : ?	0%	2%	?	-8	2	24%	16%	1%
COc1ccc(NS(=O)(=O)c2cc(NC(=O)c3cnc(C)cn3)ccc2N2CCCCC2)cc1
 : 5%	0%	-9%	-15%	-9	-1	25%	?	-13%
CCN(CC)S(=O)(=O)c1ccc(NC(=O)CSc2nnc(-c3cccc(OC)c3)n2C)cc1
 : 8%	-10%	6%[9.24 µM]	-3%	-5	-8	8%	-22%	?

# The whole of this part (from the top)
# Second line of a record: SW480 rereplic	KB-V1 MDR tox	HT1080NT lethal	KB-3-1 tox	IL-1B inflam inh	DRD3 agonist	MCF10A rerep	GLP1R cytotox	HT1080 IDH1KD tx
CCCCN(C(=O)c1oc2ccc(OCC)cc2c1C)c1c(N)n(CC(C)C)c(=O)[nH]c1=O
 : ?	0%	2%	?	-8	2	24%	16%	1%
COc1ccc(NS(=O)(=O)c2cc(NC(=O)c3cnc(C)cn3)ccc2N2CCCCC2)cc1
 : 5%	0%	-9%	-15%	-9	-1	25%	?	-13%
CCN(CC)S(=O)(=O)c1ccc(NC(=O)CSc2nnc(-c3cccc(OC)c3)n2C)cc1
 : 8%	-10%	6%[9.24 µM]	-3%	-5	-8	8%	-22%	?
COc1ccccc1CN1CC(C(=O)N(C)Cc2nc(C)cs2)CCC1=O (stereo unspecified)
 : -3%	-1%	0%	1%	-6	5	4%	23%	1%
CSC1=NSC2=NC(=O)/C(=C\c3ccc(OC(=O)c4ccco4)cc3)C(=N)N12
 : -3%	8%	-7%	29%	18	22	-1%	8%	8%
O=C(Nc1ccccc1)c1cccc2c(-c3cccnc3)coc12
 : ·	0%	14%	0%	-17	-8	·	-3%	15%
COc1ccc(S(=O)(=O)Nc2ccc(NC(C)=O)cc2)cc1[N+](=O)[O-]
 : 3%	-2%	9%	-1%	6	5	28%	3%	18%
Cc1ccccc1NC(=O)CSc1nc2c(oc3ccccc32)c(=O)n1-c1ccccc1F
 : ·	2%	·	6%	·	2	·	-19%	·
Cc1ncc(C[n+]2csc(CCOC(=O)C34CC5CC(CC(C5)C3)C4)c2C)c(N)n1
 : 1%	-9%	-16%	-13%	-1	-8	?	-5%	10%
Brc1ccccc1-c1nnc(SCc2nc3ccccc3s2)o1
 : 10%	-9%	-17%	-2%	0	-20	9.2µM*	14%	-7%
Cc1noc(C)c1CSCC(=O)OCc1nc2ccccc2c(=O)n1CC#N
 : -5%	-6%	7%	-2%	1	23	-5%	1%	8%
O=C(NCCC1CCCCN1S(=O)(=O)c1ccc(Cl)cc1)C(=O)NCc1ccncc1 (stereo unspecified)
 : 3%	0%	3%	-17%	48	7	-39%[inhibitor]	1%	4%
O=C(c1ccccc1)c1ccc2nc(-c3ccc(NC(=O)c4ccccc4Br)cc3)[nH]c2c1
 : 14%	-1%	?	-7%	-6	-2	1%	-11%	-9%
CC1Cc2c([nH]c3ccccc23)C(=O)N1 (stereo unspecified)
 : ?	12%	14%	-4%	0	6	4%	5%	4%
Cc1cccc(C)c1NC(=O)CNC(=O)C(C)NC(C)c1ccccc1Br (stereo unspecified)
 : -1%	?	-8%	1%	5	-12	1%	-25%	6%
COC(OC)c1ccc(C#N)c(SCc2ccc(C)cc2)n1
 : ?	?	-3%	4%	2	3	5%	19%	-5%
CCN(CC)c1ccc(NC(=O)CSc2nc3nc(C)cc(C)c3c(=O)[nH]2)cc1
 : -78%[inhibitor]	-10%	-13%	-3%	-2	-12	11%	-5%	-5%
CC(C)(C)[C@H]1C=C(C(N)=O)O[C@@H](OCc2ccc(CO)cc2)C1
 : -11%	17%	13%	0%	37	0	-3%	4%	7%
O=C(c1ccc(Cl)cc1[N+](=O)[O-])N1CCOCC1
 : -3%	0%	8%	-4%	1	1	2%	1%	-21%
CCC(=O)Nn1c(C)nnc1C
 : 0%	-2%	13%	3%	1	4	2%	3%	11%
O=C(Nc1ccc2nc3n(c(=O)c2c1)CCCC3)c1ccccc1F
 : -22%	-5%	11%	4%	-11	-2	0%	0%	12%
Cc1nc2c(sc(=S)n2Cc2ccco2)c(=O)n1CC(=O)Nc1ccccc1Cl
 : ?	-5%	-9%	-7%	-14	0	?	-4%	-3%
O=C(CCCCCN1C(=O)c2cccc3cccc(c23)C1=O)NC1CCS(=O)(=O)C1 (stereo unspecified)
 : 18µM*	-16%	-5%	-4%	-15	-2	-2%	-8%	-1%
O=C(Nc1ccccc1)Oc1ccc[nH]c1=O
 : -8%	12%	?	8%	-22	4	29%	9%	?
Cc1cc(C)cc(NC(=O)CSc2nnc(CNC(=O)c3cccs3)o2)c1
 : 3%	10%	0%	8%	-7	0	1%	-3%	-2%
CSc1ccc(C2=CC(=O)C[C@H](c3ccc(F)cc3)C2)cc1
 : 3%	-10%	3%	0%	0	-17	?	-4%	4%
COc1ccccc1CN1CCN(C2CCN(C(=O)Nc3ccccc3)CC2)C(=O)C1=O
 : ·	8%	·	13%	·	8	·	6%	·
Cc1ccc(S(=O)(=O)N2CCOc3ccccc32)c(C)c1NS(C)(=O)=O
 : -15%	-5%	2%	-5%	29	0	-3%	0%	-2%
CCOC(=O)C1=C(N)Oc2c(oc(CO)cc2=O)C1c1ccccc1 (stereo unspecified)
 : -7%	-1%	20%	5%	18	-6	1%	-7%[0.307 µM]	14%
O=C(Nc1cccc(C(F)(F)F)c1)c1cccnc1N1CCN(CCO)CC1
 : -6%	-3%	-6%	8%	-28	1	10%	-14%	-8%

# An excerpt of these results, field by field:
SMILES: O=C(c1ccc(Cl)cc1[N+](=O)[O-])N1CCOCC1
  SW480 rereplic = -3%
  KB-V1 MDR tox = 0%
  HT1080NT lethal = 8%
  KB-3-1 tox = -4%
  IL-1B inflam inh = 1
  DRD3 agonist = 1
  MCF10A rerep = 2%
  GLP1R cytotox = 1%
  HT1080 IDH1KD tx = -21%

SMILES: CCC(=O)Nn1c(C)nnc1C
  SW480 rereplic = 0%
  KB-V1 MDR tox = -2%
  HT1080NT lethal = 13%
  KB-3-1 tox = 3%
  IL-1B inflam inh = 1
  DRD3 agonist = 4
  MCF10A rerep = 2%
  GLP1R cytotox = 3%
  HT1080 IDH1KD tx = 11%

# The results go on.
# Second line of a record: SW480 rereplic	KB-V1 MDR tox	HT1080NT lethal	KB-3-1 tox	IL-1B inflam inh	DRD3 agonist	MCF10A rerep	GLP1R cytotox	HT1080 IDH1KD tx
O=S(=O)(c1cccs1)N1CCCc2ccccc21
 : 0%	?	5%	-19%	15	-5	19%	-12%	3%
C=CCN(C(=O)c1csnn1)C(C(=O)NC1CCCC1)c1ccccc1F (stereo unspecified)
 : -21%	0%	4%	-4%	2	2	-39%[inhibitor]	-5%	6%
O=C(NCCc1ccccc1)c1cc(-c2ccccc2)nc2n[nH]c(-c3ccccc3)c12
 : ·	20%	·	-4%	·	-9	·	-18%	·
CN(Cc1nc(-c2cnccn2)no1)Cc1n[nH]c2c1CCCC2
 : 1%	-21%	3%	-9%	31	-5	5%	0%	0%
COc1ccc(CN(CCC(c2ccccc2)c2ccc(OC(C)C)cc2)C(=O)CCl)cc1OC (stereo unspecified)
 : 3.7µM*	8.2µM*	1.5µM*	10µM*	-99*	4	4.6µM*	?	1.6µM*
CCOc1ccc(OCCC(=O)OCC(=O)Nc2cccc(S(=O)(=O)N3CCCCC3)c2)cc1
 : -5%	-25%	-4%	-11%	17	2	0%	0%	0%
CCCN(CCC)CCCNC(=O)c1ccc(CS(=O)(=O)c2c(Cl)cccc2Cl)o1
 : -4%	0%	0%	-3%	5	-13	16%	-22%	-10%
CN(Cc1ccccc1)/C(=N/O)c1cccc(Cl)c1
 : -1%	3%	1%	1%	-7	3	24%	2%	2%
NC(=O)C1CCN(c2ncc(C(F)(F)F)cc2Cl)CC1
 : -5%	-1%	19%	-9%	0	-17	-1%	12%	14%
O=C(Nc1ccccc1)Nc1ccncc1
 : -8%	-10%	-17%	-5%	0	3	2%	13%	-11%
CC(=O)c1cccc(NC(=O)/C=C/c2ccc(S(=O)(=O)N3CCOCC3)cc2)c1
 : -16%	-2%	19%	0%	-15	10	1%	-8%	14%
CCCN1C2=NCCN2c2cc(C)c(C)cc21
 : -5%	?	-3%	-5%	0	6	1%	-11%	-4%
COc1cccc2cc(C(=O)N(C)C3CCN(C)CC3)c(=O)oc12
 : 1%[9.22 µM]	0%	10%	0%	2	-7	?	-1%	21%
COc1ccc(-c2nc3ccccc3o2)cc1NC(=O)COc1c(C)cc(Cl)cc1Cl
 : ·	5%	·	?	·	-8	·	1%	·
Cc1ccc(OC(=S)Nc2ccc(O)cc2)cc1
 : 2%	0%	10%	8%	-7	-3	?	-5%	9%
CC1(C)CC(=O)c2sc(NC(=O)Cc3cccs3)nc2C1
 : -15%	3%	-17%	14%	-14	2	19%	23%	-3%
COC(C)c1oc2c(C)c3oc(=O)cc(C)c3cc2c1C (stereo unspecified)
 : -1%	?	0%	-17%	-6	11	4%	3%	-25%
